Screening data (PubChem)
LMNA splice mod = LMNA splicing modulation; HeLa LMNA splicing GFP/RFP minigene ratio, 48 h; Potency, µM (series often up to 46.1 µM), inactives show at the top dose ratio change, negative = inhibition, actives largely listed as inhibitors; 200,000 tested, 0.01% active; AID 1487; active = well fitted inhibition curve with a large enough effect in the signal ratio, with a control signal flat, not every such curve was filed as active; inconclusive = small, poorly fitted or top-dose-only effect, or effect the other way, or a change in a side signal; the % refers to the signal ratio; also: potency is read from the fitted curve at half-maximal effect; % is scaled to controls: 0 for no effect and ±100 for the full control effect
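S3 HeLa stable clones carrying a lamin A-EGFP splicing minigene plus DsRed2 were seeded at 600 cells/well in Opti-MEM with 2% FBS, pin-dosed and incubated 48 h at 37°C. Acumen cytometry (488 nm) gave the GFP/RFP total-intensity ratio.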
GAA glycogen = alters human alpha-glucosidase cleavage of glycogen | recombinant GAA, glycogen substrate, Amplex Red glucose oxidase fluorescence | P10253 | AID 2100 | Potency, µM (doses to about 76.4 µM), inactives show at the highest dose activity change, negative = inhibition, most hits filed as inhibitors | 300,000 tested, 0.38% active;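 also: potency is read from the fitted curve at half-maximal effect; 0% = full enzyme reaction and -100% = no-enzyme basal signal; the screen sought inhibitors and activators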
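Natural-substrate format: glycogen cleavage by 4 nM human enzyme, glucose read by Amplex Red coupling (Ex 573, Em 610 nm). Normalized to enzyme and no-enzyme controls.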
GAA spleen mod = inhibits or activates alpha-glucosidase in human spleen homogenate; P10253; human spleen homogenate, 4-MU-alpha-glucoside fluorescence; Potency, µM (top dose mostly 79.9 µM), inactives show at the highest dose activity change, negative = inhibition, most hits filed as inhibitors; 240,000 tested, 0.006% active; AID 2112;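 also: potency is read from the fitted curve at half-maximal effect; 0% = enzyme with vehicle and -100% = no enzyme basal signal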
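Human spleen homogenate (1 ug) with 4-methylumbelliferyl-alpha-D-glucopyranoside (1 mM final) in 50 mM citrate/phosphate pH 5.0, 0.01% Tween-20; 40 min at 37 C. Stopped at pH 10; 4-MU fluorescence Ex 365/Em 440 nm; AC50 by Hill fit.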
CBFb RUNX1 block = CBF-beta/RUNX1 interaction disruption; Q01196+Q13951; AlphaScreen CBFb-His/RUNX1-biotin binding, biochemical; Potency, µM (highest dose often 59.8 µM), inactives show at the top dose activity, negative = inhibition, actives largely listed as inhibitors; 230,000 tested, under 10 active; also: % of control where 0% means no effect
Target sequence (Q01196 whole entry, looked up): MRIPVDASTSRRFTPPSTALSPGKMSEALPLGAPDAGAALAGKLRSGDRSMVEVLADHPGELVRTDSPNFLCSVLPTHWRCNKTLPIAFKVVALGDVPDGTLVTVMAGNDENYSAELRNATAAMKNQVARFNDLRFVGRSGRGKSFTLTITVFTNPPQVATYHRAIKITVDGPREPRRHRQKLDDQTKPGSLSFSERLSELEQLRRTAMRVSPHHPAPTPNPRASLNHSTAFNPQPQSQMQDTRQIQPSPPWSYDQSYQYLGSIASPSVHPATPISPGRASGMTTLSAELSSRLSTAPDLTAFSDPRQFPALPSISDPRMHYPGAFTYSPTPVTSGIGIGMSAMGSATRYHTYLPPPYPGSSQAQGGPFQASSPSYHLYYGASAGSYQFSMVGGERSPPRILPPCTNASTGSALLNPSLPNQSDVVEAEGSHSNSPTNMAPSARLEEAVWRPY
Target sequence (Q13951 whole entry, looked up): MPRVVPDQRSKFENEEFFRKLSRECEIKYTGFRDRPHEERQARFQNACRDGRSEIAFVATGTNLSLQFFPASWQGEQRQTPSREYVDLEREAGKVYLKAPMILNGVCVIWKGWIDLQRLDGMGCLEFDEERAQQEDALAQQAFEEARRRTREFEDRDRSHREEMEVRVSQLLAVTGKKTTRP
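Inhibition was taken as any reduction in AlphaScreen signal from the CBF-beta–RUNX1 pair (His and biotin tags, 30 nM each), measured after compound (15 min) and bead (90 min) incubations at room temperature.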
HttQ103 aggreg = mutant huntingtin aggregation inhibition; PC12 HttQ103-GFP aggregates, Acumen cytometry, 40 h; Potency, µM (doses to about 46.1 µM), for the others: at the top dose activity change, negative = inhibition, most hits filed as inhibitors; 220,000 tested, 1.1% active; AID 1688; also: potency is read from the fitted curve at half-maximal effect; % is scaled to controls: 0 for no effect and ±100 for the full control effect; nearly all actives have a fitted effect of over 60% in size
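Read-out: GFP aggregate count by laser scanning cytometer (488 nm excitation, 500-530 nm emission, 1–25 µm objects >6 SD above background). Cells: PC12, inducible HTTex1-Q103-GFP, 100 nM tebufenozide; compounds titrated.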
GAA inh = inhibitors of human lysosomal alpha-glucosidase; purified human GAA, 4-MU-alpha-glucoside fluorescence; P10253; 200,000 tested, 0.005% active; Potency, µM (doses to about 76.9 µM), for inactives: at the top dose activity change, negative = inhibition, usual class: inhibitors;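 also: potency is read from the fitted curve at half-maximal effect; plate controls were uninhibited enzyme wells for no effect and no-enzyme background for full effect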
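Endpoint fluorogenic read: 20 min room-temperature reaction of 4 nM human alpha-glucosidase with 400 uM 4-methylumbelliferyl-alpha-D-pyranoside, pH 5.0, quenched with 1M NaOH/1M glycine pH 10. AC50 from Hill modeling.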
HTT cytoprotect = protects HTT-Q103 PC12 cells, measured by ATP. PC12 HTT-Q103 induced, cytoprotection, ATP luminescence, 40 h. Potency, µM (titrated, usually from 56.4 µM), for inactives: cytoprotection (ATP increase), actives largely listed as activators. 230,000 tested, 0.14% active;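 also: potency is read from the fitted curve at half-maximal effect; % of control where 0% means no effect; nearly all actives have a fitted effect of over 45% in size; toxic huntingtin expression switched on by the ecdysone agonist tebufenozide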
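Quantitative HTS on tebufenozide-induced (100 nM) PC12 cells expressing HTTQ103 exon 1–GFP; compounds tested as a concentration series; survival measured via cellular ATP.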
* = called active by the depositor; ? = inconclusive; . = no result given; & = joins results of further samples; [ ] = remark or other dose. Unless noted, calls follow the shape of the dose curve; as a rule, active = well fitted curve in the direction sought with a large enough effect; inconclusive = small, poorly fitted or top-dose-only effect, or another doubt; inactive = no such curve, though single readings can be large; an effect the other way counts as inactive or inconclusive. Compounds were not picked by outcome; any-hit rate near 1.5%.

SMILES	LMNA splice mod	GAA glycogen	GAA spleen mod	CBFb RUNX1 block	HttQ103 aggreg	GAA inh	HTT cytoprotect
N#CC1=C(N)Oc2ccc3ccc(O)cc3c2C1c1cccnc1 (stereo not drawn)	?	2%	-4%	-8%	-11%	2%	-10%
COC(=O)c1ccccc1NC(=O)CN1C(=O)C2CCCN2c2ncc(Cl)cc21 (stereo not drawn)	-11%	-9%	-4%	13%	0%	-17%	4%[10 µM]
COCc1cc(C)nc2sc3c(=O)n(-c4cccc5ccccc45)nnc3c12	?	-5%	-5%	14%	3%	4%	-34%
CC(C)Cn1nc(NC(=O)C(C)(C)C)c2cc3ccccc3nc21	-10%	7%	-11%	?	-21%	1%	-15%
c1ccc(-c2csc3ncnc(N4CCOCC4)c23)cc1	?	9%	3%	7%	15%[9.22 µM]	5%	19%[10 µM]
Cc1cc2c(c(SCC(=O)N(C)c3ccccc3)n1)C(=O)OC2	-4%	?	2%	4%	-9%	-8%	2%
O=C(CSCCOc1ccccc1)NCc1ccncc1	21%[46 µM]	-3%	0%	7%	-11%[9.22 µM]	-3%	6%[10 µM]
CN(CCc1ccccn1)C(=O)Nc1ccc(F)cc1	8%	2%	-1%	4%	1%	-8%	3%
Cc1noc(C)c1COc1cccc(C(=O)OCC(=O)N2CC(=O)Nc3ccccc32)c1	?	1%	1%	-7%	0%	?	-2%[10 µM]
COc1ccc(NC(=O)CSc2ccccc2)cn1	?	-1%	-10%	8%	-1%[9.22 µM]	-1%	-6%[10 µM]
CCOC(=O)C1=C(O)C(=O)N(c2ccc(S(N)(=O)=O)cc2)C1c1ccc([N+](=O)[O-])cc1 (stereo not drawn)	.	-13%	-4%	4%	-3%[9.22 µM]	-10%	-4%[10 µM]
CCn1cc(C(=O)N2CCCC2)c(=O)c2cc(S(=O)(=O)N(C)C)ccc21	10%	-5%	-1%	0%	3%	?	-30%
Cn1cccc1/C=N/NC(=O)CNc1cccc2ccccc12	.	-1%	6%	-25%	8%[9.22 µM]	.	-2%[10 µM]
COc1ccc(S(=O)(=O)N2CCC(N3CCN(c4ccccc4)CC3)CC2)cc1	-6%[0.0737 µM]	4%	-9%	-3%	1%	9%	-1%
COc1cccc(-c2oc3ccccc3c(=O)c2O)c1	.	.	2%	3%[21.7 µM]	.	.	1%[1.9 µM]
COc1ccc(CCC(=O)Nc2ccccc2C(F)(F)F)cc1	21%	-2%	-9%	16%	0%	?	15%[0.074 µM]
O=[N+]([O-])c1cccnc1Oc1ccc(F)cc1F	.	-3%	2%	8%	-24%[9.22 µM]	5%	-18%[10 µM]
COc1cccc(NC(=O)COC(=O)c2ccccc2C(=O)N2CCN(c3ccccc3)CC2)c1	1%[9.22 µM]	-1%	-5%	-20%	-3%	-6%	-11%
COC(=O)C(=C/C(C)=C/c1cccs1)C(=O)OC	?	0%	-2%	1%	-7%[9.22 µM]	-3%	-1%[10 µM]
CC(=O)c1nnn(-c2ccc([N+](=O)[O-])cc2C)c1C	.	3%	3%	0%	-30%	-5%	-14%
COc1ccc(-c2noc(CCC(=O)Nc3cccnc3)n2)cc1OC	?	6%	7%	-7%	6%	-4%	-7%
Nc1nnnn1/N=C/c1cccc(O)c1	-6%	5%	-15%	0%	-3%	4%	-2%[10 µM]
Cc1ccccc1C1CC(=O)Oc2ccc(O)cc21 (stereo not drawn)	.	.	1%[119 µM]	-4%[89.1 µM]	.	.	14%[96.6 µM]
CCCc1nn(C)c2c(=O)[nH]c(-c3cc(S(=O)(=O)N(CCO)CCO)ccc3OCC)nc12	.	-16%	8%	-7%	13%[9.22 µM]	.	-28%[10 µM]
CC1(C)C=C(c2ccc(C=O)s2)CC(C)(C)N1C=O	2%	-2%	-5%	7%	5%	4%	.
O=C(CC12CC3CC(CC(C3)C1)C2)NCO	?	3%	-8%	2%	12%	0%	1%
Cn1c(-c2c(N)n(C3CCCC3)c3nc4ccccc4nc23)nc2ccccc21	?	-1%	6%	?	4%	?	5%
Cc1ccc(C)c(NC(=O)c2ccc(S(=O)(=O)C(F)F)cc2)c1	-10%	-2%	1%	-6%	-7%	8%	-12%[10 µM]
COc1ccc(/C(N)=N/OC(=O)Oc2ccccc2)cc1	3%	-3%	0%	1%	8%	-5%	1%
C=CCCN(C(CC(C)C)C(=O)OC)S(=O)(=O)c1ccccc1Br (stereo not drawn)	.	-9%	2%&-6%	?	4%[9.22 µM]	.	8%[10 µM]
CCON1C(=O)CN(C(=O)OC)C1c1ccc(Cl)cc1Cl (stereo not drawn)	-2%	3%	-2%	1%	-7%	0%	33%[1.9 µM]
CC1(C)C(=O)Nc2ccccc2N1C(=O)COc1ncnc2ccccc12	-3%	3%	6%	-1%	2%	-5%	-5%[10 µM]
O=C(Cn1cnc2c(nnn2-c2ccc(F)cc2)c1=O)N1CCCc2ccccc21	?	2%	-11%	-3%	2%	-9%	-5%
Cc1ccc(-c2cc(C(=O)NCCCn3ccnc3)c3cc(Br)ccc3n2)o1	-19%	3%	-9%	?	4%	5%	-2%
CCN(CC)CCNC(=O)c1cc2ccccc2nc1Cl	-2%[46 µM]	-4%	-2%	9%	3%	1%	-22%
C(=N\N1CCN(C2c3ccccc3-c3ccccc32)CC1)/c1cccnc1	13%[0.0737 µM]	-20%	-9%	0%	-8%	-5%	-27%
Cn1cc(C(=O)Nc2ccc(F)c(Cl)c2)cn1	-5%	-10%	3%	0%	-4%	0%	39%[10 µM]
Cc1ccc(C(=O)Nc2ccccc2)cc1S(=O)(=O)Nc1ccc(Cl)cn1	?	-4%	2%	6%	5%[9.22 µM]	-6%	15%[10 µM]
COc1ccc(CC(=O)OCn2nnc3ccccc3c2=O)cc1OC	.	4%	0%	2%	3%[9.22 µM]	.	-3%[10 µM]
O=C(NCCS(=O)c1ccc(Cl)cc1)c1cccc(Cl)c1 (stereo not drawn)	22%[46 µM]	-10%	7%	-10%	5%	0%	16%[10 µM]
COc1ccc(C2N=C(c3ccccc3)C(C)(C)N2O)cc1OC (stereo not drawn)	?	?	-3%	1%	13%	-4%	-6%
Cc1nc(N)nc(Nc2ccc(C#N)cc2)c1Br	.	5%	-4%	3%	-15%[9.22 µM]	.	31%[10 µM]
C(=N\n1cnnc1)/c1cccc(OCCOc2ccccc2)c1	0%	-5%	-2%	3%	10%	-12%	-7%[10 µM]
CC(=O)N1CCc2cc(Br)cc(S(=O)(=O)NCC3CCCO3)c21 (stereo not drawn)	8%	-1%	-2%	3%	-4%	-6%	-15%
C=CCN(CC=C)Cc1c(C)[nH]c2ccc(C(=O)OCC)cc2c1=O	0%	6%	9%	0%	6%	?	-5%
Cc1cc(NC(=O)c2ccc3c(c2)OCO3)no1	6%	5%	-16%	4%	-22%	-18%	-77%[inhibitor]
CCOC(=O)c1cc(-c2ccccc2)sc1NC(=O)COC(=O)c1ccc(Cl)c(S(N)(=O)=O)c1	.	19%	3%	2%	5%	12%	-10%[10 µM]
Cc1ccc(N2C(=O)CSC2=S)cc1C	-2%[46 µM]	?	-2%	-17%	5%[9.22 µM]	7%	9%
COc1ccc2c(c1)OC(=O)CC2c1cc(OC)c(OC)c(OC)c1 (stereo not drawn)	.	.	0%[119 µM]	12%[89.1 µM]	.	.	-260%[inhibitor]
N#CC1=C(N)OC2=C(C(=O)CC(c3ccccc3)C2)C1c1ccc2c(c1)OCO2 (stereo not drawn)	?	3%	-4%	1%	1%	-2%	.
O=C(O)CCNc1ccc2c(c1)OCCO2	3%	-30%	4%	7%	?	-9%	-27%
CCn1c2ccccc2c2cc([N+](=O)[O-])ccc21	?	5%	-2%	2%	13%	1%	1%[10 µM]
O=C(NCCCn1ccnc1)c1ccc(Br)c(S(=O)(=O)N2CCOCC2)c1	8%	4%	-1%	4%	-29%	3%	1%
Cn1nc(-c2ccccc2)c(C#N)c1Sc1cccc(Cl)c1	13%	-2%	-3%	18%	-28%	-9%	-6%
COC(=O)C1=C(C)NC(C)=C(C(=O)OCCCN2CCC(c3ccccc3)(c3ccccc3)CC2)C1c1cccc([N+](=O)[O-])c1 (stereo not drawn)	.	.	-1%&-1%	?	?	.	-196%&-99%[inhibitor]
CCOc1ccc(CC(=O)Nc2nccs2)cc1OCC	3%[46 µM]	-6%	1%	7%	14%[9.22 µM]	9%	10%[10 µM]
COC(=O)c1c(NC(=O)C2CC2)sc(C(=O)Nc2ccccc2)c1C	-5%[46 µM]	3%	0%	5%	9%	-1%	-68%[inhibitor]
c1ccc(Oc2c3ccccc3nc3ccccc23)cc1	.	-4%	19%	13%	13%[9.22 µM]	.	14%[10 µM]
O=C(O)C1OC(Oc2cc3oc(-c4ccccc4)cc(=O)c3c(O)c2O)C(O)C(O)C1O (stereo not drawn)	?	6.3µM*	-4%	-1%	-20%	2%[15.4 µM]	.
Cc1nc(SCC(=O)O)n[nH]1	-13%[46 µM]	-5%	6%	22%	3%[9.22 µM]	0%	8%[10 µM]
COC(=O)C1CC(=O)N(Cc2ccccc2)C1 (stereo not drawn)	9%[46 µM]	-8%	2%	-3%	-9%	-2%	5%[10 µM]
CC(=O)Nc1ccccc1-c1nc2ccc(C(=O)N3CCN(c4cccc(C)c4)C(C)C3)cc2[nH]c1=O (stereo not drawn)	-11%	-5%	3%	-6%	-9%	0%	-14%
Cc1cccc(C2=NN(c3ccc(Br)cc3)[C@@H](C(=O)N3CCOC3=O)[C@@H]2c2ccc(F)cc2)c1	?	-5%	10%&-7%	?	-11%	?	-117%[inhibitor][40.3 µM]

Fetched by structure from the entries so far, four records:
SMILES	LMNA splice mod	GAA glycogen	GAA spleen mod	CBFb RUNX1 block	HttQ103 aggreg	GAA inh	HTT cytoprotect
O=C(O)CCNc1ccc2c(c1)OCCO2	3%	-30%	4%	7%	?	-9%	-27%
COC(=O)C1=C(C)NC(C)=C(C(=O)OCCCN2CCC(c3ccccc3)(c3ccccc3)CC2)C1c1cccc([N+](=O)[O-])c1 (stereo not drawn)	.	.	-1%&-1%	?	?	.	-196%&-99%[inhibitor]
Cc1nc(SCC(=O)O)n[nH]1	-13%[46 µM]	-5%	6%	22%	3%[9.22 µM]	0%	8%[10 µM]
N#CC1=C(N)OC2=C(C(=O)CC(c3ccccc3)C2)C1c1ccc2c(c1)OCO2 (stereo not drawn)	?	3%	-4%	1%	1%	-2%	.
